ROS inducer – cancer cell ROS induction; 46,000 compounds, 2% hits; ROS induction (% of piperlongumine), % at 10 µM; U2OS ROS induction, H2DCF-DA fluorescence; in the data active means ROS induction above about 79%, passing the limit was not always enough;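 further: 0% = DMSO vehicle median and 100% = reference compound median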
* = called active by the depositor. The list is partial; the hit share may differ from the screen's.

SMILES	ROS inducer
COc1ccc(Br)cc1CNC(=O)C1CCCN(S(C)(=O)=O)C1 (stereo unspecified)	-2
C[C@H]1CN([C@@H](C)CO)C(=O)Cc2cc(NS(C)(=O)=O)ccc2O[C@H]1CN(C)C(=O)NC1CCCCC1	2
Cc1cc(C(=O)Nc2cccc3c2O[C@H](CN(C)C(=O)Nc2ccccc2)[C@H](C)CN([C@H](C)CO)C3=O)n(C)n1	-5
CSC(SC)=C(C#N)C(=O)c1cccc(C(F)(F)F)c1	-3
CN(C)CCC=C1c2ccccc2CCc2ccccc21	4
C=CCOC(=O)[C@H]1[C@@H]2C(=O)O[C@@H](c3ccccc3)[C@@H](c3ccccc3)N2[C@@H](c2ccc(OCCOC(=O)[C@@H]3C[C@@H]4C(=O)NCC(=O)N4[C@@H]3c3ccc(O)cc3)cc2)[C@]12C(=O)Nc1ccccc12	116*
C[C@@H]1CN([C@@H](C)CO)C(=O)c2cc(NC(=O)CCN3CCOCC3)ccc2O[C@@H]1CN(C)C(=O)NC1CCCCC1	-12
O=C(NO)c1cccc(C(=O)N/N=C/c2ccccc2O)c1	-23
C[C@@H]1CN([C@H](C)CO)C(=O)Cc2cc(NC(=O)Nc3ccc4c(c3)OCO4)ccc2O[C@H]1CN(C)Cc1ccc(-c2ccccc2)cc1	29
CC12CC(c3ccoc3)OC(=O)C1CCC1(C)C2C2OC(=O)C1(O)C1OC21 (stereo unspecified)	-7
CCOC(=O)c1c(CNC(C)C)oc2ccc(OC)cc12	27
C[C@@H]1CN([C@@H](C)CO)C(=O)Cc2cc(NC(=O)NC3CCCCC3)ccc2O[C@@H]1CN(C)S(=O)(=O)c1cn(C)cn1	4
C[C@H](CO)N1C[C@H](C)[C@H](CN(C)S(=O)(=O)c2ccccc2)Oc2ncc(/C=C/c3ccccc3)cc2C1=O	40
O=S(=O)(N[C@@H]1CCCN(Cc2ccc(OCCO)cc2)C1)c1ccc(Cl)cc1	26
COC(=O)c1ccc(Cl)c(NC(=O)CN(c2ccc(I)cc2)S(C)(=O)=O)c1	5
COc1c(O[C@@H]2O[C@H](CO)[C@@H](O)[C@H](O)[C@H]2O)cc2c(c1OC)-c1ccc(SC)c(=O)cc1C(NC(C)=O)CC2 (stereo partly specified)	1
C[C@H](CO)N1C[C@H](C)[C@H](CN(C)S(=O)(=O)c2cn(C)cn2)Oc2ccc(NS(=O)(=O)c3ccc(F)cc3)cc2CC1=O	-1
CN(CC(=O)Nc1ccc(Nc2ccccc2)cc1)S(=O)(=O)c1cc(Cl)ccc1Cl	16
CC(C)c1ccc2c(c1)c1c3c(cncn32)CCC1	-6
COc1ccc(S(=O)(=O)Nc2ccc3c(c2)C(=O)N([C@H](C)CO)C[C@H](C)[C@H](CN(C)S(=O)(=O)c2ccc(OC)cc2)O3)cc1	15
C[C@H]1CN([C@@H](C)CO)C(=O)c2cccc(NS(C)(=O)=O)c2O[C@@H]1CN(C)C(=O)Nc1ccccc1	-13
C[C@H]1CN([C@@H](C)CO)C(=O)Cc2cc(NC(=O)Nc3ccc(F)cc3)ccc2O[C@H]1CN(C)Cc1ccc(Cl)c(Cl)c1	26
O=C(Nc1ccccc1)c1scc2c1CCCC2	0
CC(C)NC(=O)Nc1cccc2c1O[C@@H](CN(C)Cc1ccc(C(=O)Nc3ccccc3N)cc1)[C@@H](C)CN([C@H](C)CO)C2=O	-2
C[C@@H]1CCCCO[C@H](CN(C)C(=O)Cc2ccccc2)[C@@H](C)CN([C@H](C)CO)C(=O)c2cc(NC(=O)Nc3ccccc3)ccc2O1	10
Additional compounds
SMILES	ROS inducer
COc1ccc(N(CC(=O)Nc2ccccc2C(=O)O)S(C)(=O)=O)cc1	-2
CCOc1ccc2ccccc2c1C=C1C(=O)N(C)C(=S)N(C)C1=O	44
CCc1ccc(NC(=O)NC(C)c2c(-n3cccc3)sc3c2CCCC3)cc1 (stereo unspecified)	9
COCCCNC(=O)[C@@]1(Cc2ccccc2CN=[N+]=[N-])N=C(c2ccc(OCCCO)cc2)O[C@H]1c1ccccc1	26
C[C@@H]1CN([C@@H](C)CO)C(=O)c2cc(N(C)C)ccc2O[C@H]1CN(C)Cc1ccncc1	-4
C[C@@H]1CN([C@@H](C)CO)C(=O)c2cccc(NS(=O)(=O)c3ccc(Cl)cc3)c2O[C@H]1CN(C)C(=O)Nc1ccc(F)cc1	-14
O=C(O)CC1(CC(=O)Nc2ccc(Cl)cc2)CCCC1	-9
O=C(Nc1nc2nc(-c3ccccc3)cc(-c3ccccc3)n2n1)c1ccccc1	64
O=C(CN1C(=O)c2ccccc2C1=O)Nc1ccc(F)cc1	-11
C[C@@H]1CN([C@@H](C)CO)C(=O)c2cccc(NS(C)(=O)=O)c2O[C@@H]1CN(C)C(=O)Nc1ccc(C(F)(F)F)cc1	-3
C[C@@H]1CN([C@H](C)CO)C(=O)Cc2cc(NC(=O)NC3CCCCC3)ccc2O[C@@H]1CN(C)Cc1ccc(-c2ccccc2)cc1	98*
O=C(CSc1ccc(Cl)cc1)N1CCc2ccccc21	27
CN1C(=O)C(C)(C)c2cc(S(=O)(=O)NCCN3CCN(c4ccccc4F)CC3)ccc21	0
Cc1ccc(S(=O)(=O)Nc2cccc3c2O[C@@H](CN(C)S(=O)(=O)c2ccc(F)cc2)[C@@H](C)CN([C@H](C)CO)C3=O)cc1	22
C[C@H]1CN([C@@H](C)CO)C(=O)c2cc(NS(=O)(=O)c3cn(C)cn3)ccc2O[C@@H]1CN(C)C	-9
Cc1nnsc1-c1onc(C)c1C(N)=O	-12
Cc1ccc(S(=O)(=O)N(C)CC(=O)Nc2ccccc2Br)cc1	-22
Cc1cccc(Nc2nc(N)nc(CSc3nccc(C)n3)n2)c1	-33
C[C@H]1CN([C@@H](C)CO)C(=O)c2cc(NC(=O)C3CC3)ccc2O[C@@H]1CN(C)CC1CCCCC1	-3
COC(=O)c1ccc(NC(=O)COc2cccc3ccccc23)cc1	14
O=C(N/N=C/c1nccs1)c1ccccn1	-8
C[C@H](CO)N1C[C@H](C)[C@H](CN(C)S(=O)(=O)c2ccc(F)cc2)Oc2c(NS(=O)(=O)c3cccs3)cccc2C1=O	9
COc1ccc(S(=O)(=O)Nc2ccc3c(c2)CC(=O)N([C@H](C)CO)C[C@@H](C)[C@@H](CN(C)S(=O)(=O)c2cccs2)O3)cc1	24
COc1ccc(NC(=O)N(C)C[C@@H]2Oc3c(NC(=O)Nc4ccc(C(F)(F)F)cc4)cccc3C(=O)N([C@H](C)CO)C[C@H]2C)cc1	12
O=C(Cn1cc(C(=O)c2ccccc2)c2ccccc21)Nc1ccc(Cl)cc1	6
Continuation:
SMILES	ROS inducer
COc1cc2c(c3c1C(=O)C[C@H](c1ccccc1)O3)C=CC(C)(C)O2	20
O=C(NC(=S)Nc1cccc(-c2ccc(CO)o2)c1)c1cc2ccccc2o1	11
C[C@@H]1CN([C@H](C)CO)C(=O)c2cccc(NC(=O)CCCCCC(=O)Nc3ccccc3N)c2O[C@@H]1CN(C)C(=O)Nc1ccc(F)cc1	19
COC(=O)c1ccc(C2C(C(=O)c3cc4ccccc4o3)C(=O)C(=O)N2Cc2ccncc2)cc1 (stereo unspecified)	-13
Cc1ccc(S(=O)(=O)Nc2ccc3c(c2)C(=O)N([C@H](C)CO)C[C@@H](C)[C@H](CN(C)C(=O)Nc2ccc(C(F)(F)F)cc2)O3)cc1	67
CCCCN(C)C(=O)c1noc2c1COc1ccccc1-2	-11
CCOc1ccc(-c2nc(SCc3ccc(C(=O)OC)o3)n[nH]2)cc1	0
COc1ccc(OC)c(S(=O)(=O)NCCO)c1	0
CC(C)Oc1ccc2c(=O)cc(-c3ccccc3)oc2c1	10
CCn1cc(C(=O)Nc2ccc(OC)cc2)c(=O)c2ccc(C)nc21	1
CCOC(=O)C1CCC(CN(Cc2ccccc2)S(=O)(=O)c2ccc(F)c(C)c2)CC1 (stereo unspecified)	40
COC(=O)c1sccc1NC(=O)CSc1nnnn1-c1ccccc1F	-5
Cc1ccc2nc(C)c3c(c2c1)N(c1ccccc1)CC3	51
O=C(COc1ccc([N+](=O)[O-])cc1)Nc1ccccc1OC(F)F	-3
COc1ccc(S(=O)(=O)Nc2ccc3c(c2)C(=O)N([C@H](C)CO)C[C@@H](C)[C@H](CN(C)C(=O)Nc2ccc(F)cc2)O3)cc1	-4
COc1ccccc1OCC(=O)Nc1cc(Cl)ccc1O	-10
C[C@@H]1CN([C@@H](C)CO)C(=O)Cc2cc(NS(=O)(=O)c3ccccc3)ccc2O[C@@H]1CN(C)S(=O)(=O)c1cccs1	9
Cc1onc(-c2c(Cl)cccc2Cl)c1N(C)C(=O)N1CCCCC1	-13
C[C@H](CO)N1C[C@H](C)[C@H](CN(C)C(=O)Nc2ccc3c(c2)OCO3)OCc2cn(nn2)CCCC1=O	4
C[C@H]1CN([C@@H](C)CO)C(=O)Cc2cc(NS(=O)(=O)c3ccc(F)cc3)ccc2O[C@@H]1CN(C)Cc1ccncc1	16
COc1ccc(S(=O)(=O)Nc2ccc3c(c2)C(=O)N([C@@H](C)CO)C[C@@H](C)[C@@H](CN(C)Cc2ccc(C(=O)Nc4ccccc4N)cc2)O3)cc1	20
CCn1ccc(CNC(=O)Nc2cccc(C(F)(F)F)c2)n1	-15
C[C@@H]1CCCCO[C@H](CN(C)Cc2ccc(Cl)c(Cl)c2)[C@@H](C)CN([C@H](C)CO)C(=O)c2cc(N(C)C)ccc2O1	30
C[C@H](CO)N1C[C@H](C)[C@@H](CN(C)S(=O)(=O)c2cccs2)Oc2c(NS(=O)(=O)c3ccccc3)cccc2C1=O	-4
C[C@H](CO)N1C[C@H](C)[C@@H](CN(C)C(=O)Nc2ccc(F)cc2)Oc2ccc(NC(=O)Nc3ccc(F)cc3)cc2C1=O	8

3 compounds from above, sorted by molar mass, smallest number first.
SMILES	ROS inducer
COC(=O)c1sccc1NC(=O)CSc1nnnn1-c1ccccc1F	-5
COC(=O)c1ccc(C2C(C(=O)c3cc4ccccc4o3)C(=O)C(=O)N2Cc2ccncc2)cc1 (stereo unspecified)	-13
Cc1ccc(S(=O)(=O)Nc2ccc3c(c2)C(=O)N([C@H](C)CO)C[C@@H](C)[C@H](CN(C)C(=O)Nc2ccc(C(F)(F)F)cc2)O3)cc1	67

Additional results
SMILES	ROS inducer
C[C@H](CO)N1C[C@H](C)[C@H](CN(C)Cc2ccncc2)Oc2ccc(NS(=O)(=O)c3cn(C)cn3)cc2C1=O	-12
COc1cccc(C(=O)Nc2ccc(NC(=O)C3C4C=CC(C4)C3C(=O)O)cc2)c1 (stereo unspecified)	55
CCc1ccc(C(=O)CC2OC(=O)c3c2ccc(OC)c3OC)cc1 (stereo unspecified)	-9
CCCn1c(=O)c2[nH]cnc2n(-c2ccccc2C)c1=O	-11
CCOc1ccc(NC(=O)CSc2ncccn2)cc1	-16
Cc1ccc(NC(=O)CSc2nc(O)c(C)c(=O)n2-c2ccccc2F)c(C)c1	-2
C=C1C(=O)O[C@@H]2C[C@@]3(C)CC(=O)C=C(C)C3C[C@H]12 (stereo partly specified)	111*
C[C@H](CO)N1C[C@H](C)[C@H](CN(C)Cc2ccc(Cl)c(Cl)c2)Oc2c(NC(=O)c3cnccn3)cccc2C1=O	36
COc1ccc(-c2nsc(SCC(=O)N3CCCC3)n2)cc1	-9
C[C@@]1(C2CCCC2)Cc2cc(OCC(=O)O)c(Cl)c(Cl)c2C1=O	3
C[C@H](CO)N1C[C@H](C)[C@H](CN(C)Cc2ccc3c(c2)OCO3)Oc2ccc(NC(=O)Nc3ccc(C(F)(F)F)cc3)cc2C1=O	-13
C[C@H]1CN([C@@H](C)CO)C(=O)Cc2cc(NC(=O)CCCCCC(=O)Nc3ccccc3N)ccc2O[C@H]1CN(C)C	-1
C[C@@H]1CN([C@H](C)CO)C(=O)c2cc(NS(=O)(=O)c3cn(C)cn3)ccc2O[C@@H]1CN(C)S(=O)(=O)c1cn(C)cn1	-7
Cc1cccc(CN(C)C[C@H]2OCc3cnnn3CCCC(=O)N([C@H](C)CO)C[C@H]2C)c1	17
C[C@H]1CN([C@@H](C)CO)C(=O)Cc2cc(NC(=O)Nc3ccccc3)ccc2O[C@H]1CN(C)S(=O)(=O)c1ccc(F)cc1	-2
COc1ccc(S(=O)(=O)Nc2ccc3c(c2)C(=O)N([C@H](C)CO)C[C@@H](C)[C@@H](CN(C)Cc2ccc4c(c2)OCO4)O3)cc1	4
CC(C)(C)c1ccc(-c2nnc(-c3ccccc3NC(=O)CCC(=O)O)o2)cc1	73
COc1cccc2cc(-c3nnc(SCC(=O)Nc4sc5c(c4C#N)CCCC5)n3C)oc12	29
CCOc1ccc(NC(=O)CSc2n[nH]c(=O)n2-c2ccccc2)cc1	4
C[C@H]1CN([C@@H](C)CO)C(=O)Cc2cc(NC(=O)Nc3ccc(C(F)(F)F)cc3)ccc2O[C@H]1CN(C)CC1CCCCC1	-2
COC(=O)c1ccc2c(c1)nc(C)n2CCO	7

In the list so far, 13 have a Cl atom:
SMILES	ROS inducer
O=S(=O)(N[C@@H]1CCCN(Cc2ccc(OCCO)cc2)C1)c1ccc(Cl)cc1	26
COC(=O)c1ccc(Cl)c(NC(=O)CN(c2ccc(I)cc2)S(C)(=O)=O)c1	5
CN(CC(=O)Nc1ccc(Nc2ccccc2)cc1)S(=O)(=O)c1cc(Cl)ccc1Cl	16
C[C@H]1CN([C@@H](C)CO)C(=O)Cc2cc(NC(=O)Nc3ccc(F)cc3)ccc2O[C@H]1CN(C)Cc1ccc(Cl)c(Cl)c1	26
C[C@@H]1CN([C@@H](C)CO)C(=O)c2cccc(NS(=O)(=O)c3ccc(Cl)cc3)c2O[C@H]1CN(C)C(=O)Nc1ccc(F)cc1	-14
O=C(O)CC1(CC(=O)Nc2ccc(Cl)cc2)CCCC1	-9
O=C(CSc1ccc(Cl)cc1)N1CCc2ccccc21	27
O=C(Cn1cc(C(=O)c2ccccc2)c2ccccc21)Nc1ccc(Cl)cc1	6
COc1ccccc1OCC(=O)Nc1cc(Cl)ccc1O	-10
Cc1onc(-c2c(Cl)cccc2Cl)c1N(C)C(=O)N1CCCCC1	-13
C[C@@H]1CCCCO[C@H](CN(C)Cc2ccc(Cl)c(Cl)c2)[C@@H](C)CN([C@H](C)CO)C(=O)c2cc(N(C)C)ccc2O1	30
C[C@H](CO)N1C[C@H](C)[C@H](CN(C)Cc2ccc(Cl)c(Cl)c2)Oc2c(NC(=O)c3cnccn3)cccc2C1=O	36
C[C@@]1(C2CCCC2)Cc2cc(OCC(=O)O)c(Cl)c(Cl)c2C1=O	3
